A3G deaminase – APOBEC3G DNA deaminase inhibitors, primary screen, biochemical, fluorescence, single-stranded DNA substrate, uHTS | inhibition, % at 20 µM | actives 0.28% (n = 330,000) | DNA dC->dU-editing enzyme APOBEC-3G (Homo sapiens), Q9HC16 | AID 493012, 2011 | recombinant A3G, ssDNA deamination FAM/TAMRA fluorescence;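 active means inhibition of at least 40% at 20 µM, with no more than 30% in the related APOBEC3A deaminase screen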;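 further: plate controls were DMSO wells with A3G for no effect and wells lacking A3G enzyme for full effect; some compounds called inactive have numbers as strong as hits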
Target sequence (Q9HC16 whole entry, looked up): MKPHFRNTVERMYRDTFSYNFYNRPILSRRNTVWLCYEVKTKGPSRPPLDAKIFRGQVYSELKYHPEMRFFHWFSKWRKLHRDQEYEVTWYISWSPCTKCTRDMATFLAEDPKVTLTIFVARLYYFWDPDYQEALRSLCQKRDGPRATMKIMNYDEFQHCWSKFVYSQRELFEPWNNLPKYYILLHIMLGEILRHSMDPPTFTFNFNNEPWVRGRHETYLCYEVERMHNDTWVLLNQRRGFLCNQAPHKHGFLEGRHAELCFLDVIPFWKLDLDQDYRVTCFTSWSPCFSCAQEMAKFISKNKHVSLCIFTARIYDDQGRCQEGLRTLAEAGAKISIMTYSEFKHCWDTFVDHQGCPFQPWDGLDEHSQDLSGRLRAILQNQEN
GRIN3A LBD mod – binders of NR3A ligand-binding domain, primary screen, biophysical, differential scanning fluorimetry, uHTS; actives 2.5% (n = 340,000); Glutamate receptor ionotropic, NMDA 3A (GRIN3A) ligand-binding domain; NR3A LBD differential scanning fluorimetry, Tm shift; 0% = protein alone, 100% = glycine-bound protein; Tm shift relative to glycine control, % at 25 µM; AID 1259313, 2017;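 active means melting temperature shift of at least 10% of the positive control shift, at one fixed dose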
MPTP block – mitochondrial permeability transition pore inhibitors, primary screen, biochemical, isolated mouse mitochondria, absorbance. Ca2+ swelling absorbance, 30 min. inhibition, % at 10 µM. actives 1.4% (n = 360,000). AID 602449, 2012;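 active means inhibition of 50% or more, scaled per plate between neutral and stimulator controls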;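 further: 0% = DMSO wells given calcium and 100% = 1 mM EGTA wells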
hIAP activ – human IAP activators, primary screen, biochemical, luminescence, uHTS; purified human IAP, CDP-Star luminescence, 30 min; stronger effect = higher value; 1 = vehicle-only enzyme, 0 = enzyme-free background; actives 0.16% (n = 330,000); Intestinal-type alkaline phosphatase (Homo sapiens), P09923; activation factor at 10 µM; AID 2524, 2010;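 active means activation factor of the enzyme at least 2-fold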; further: the source names both 10 and 20 µM as test concentration; values of inactives mirror those of a sister screen read the other way
Target sequence (P09923 whole entry, looked up): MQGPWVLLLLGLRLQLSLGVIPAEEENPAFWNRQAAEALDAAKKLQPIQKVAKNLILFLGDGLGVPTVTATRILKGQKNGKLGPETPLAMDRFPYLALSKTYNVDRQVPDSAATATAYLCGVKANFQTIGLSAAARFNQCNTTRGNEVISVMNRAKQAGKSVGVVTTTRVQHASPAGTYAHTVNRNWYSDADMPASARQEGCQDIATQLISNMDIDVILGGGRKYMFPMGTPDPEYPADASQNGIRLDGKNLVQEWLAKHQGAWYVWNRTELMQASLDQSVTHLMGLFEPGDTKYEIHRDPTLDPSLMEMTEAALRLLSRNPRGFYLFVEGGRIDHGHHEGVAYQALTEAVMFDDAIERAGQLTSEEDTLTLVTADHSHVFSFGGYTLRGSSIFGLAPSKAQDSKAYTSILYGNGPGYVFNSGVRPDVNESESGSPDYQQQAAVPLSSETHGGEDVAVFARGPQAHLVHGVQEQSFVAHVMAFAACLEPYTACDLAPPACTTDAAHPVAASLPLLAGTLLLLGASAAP
mIAP activ – activators of mouse IAP, primary screen, biochemical, luminescence, uHTS; activation factor at 10 µM; AID 2805, 2010; intestinal alkaline phosphatase [Mus musculus]; actives 0.24% (n = 330,000); muIAP, CDP-Star luminescence, 30 min; stronger effect = higher value; 1 = vehicle-only enzyme signal, 0 = enzyme-free wells;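 active means activation factor of at least 2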; further: the source names both 10 and 20 µM as test concentration; values of inactives mirror those of a sister screen read the other way
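also added = chemiluminescent substrate CDP-Star | test system = mouse IAP enzyme | signal = chemiluminescence readout | compound = DMSO-dissolved test compounds | incubation = 30 min at room temperature | benchmarks = DMSO wells, no-enzyme wells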
hIAP inh – human IAP inhibitors, primary screen, biochemical, luminescence, uHTS. purified IAP, CDP-Star luminescence, 30 min. inhibition, % at 10 µM. actives 0.12% (n = 330,000);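 active means inhibition reaching a set limit with compound at 10 µM in the primary screen, cut at about 35% in these data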;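 further: plate controls were DMSO wells with enzyme for no effect and no-enzyme buffer wells for full effect; values of inactives mirror those of a sister screen read the other way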
mIAP inh – inhibitors of mouse IAP, primary screen, biochemical, luminescence, uHTS | intestinal alkaline phosphatase [Mus musculus] | purified mouse IAP, CDP-Star luminescence, 30 min | inhibition, % at 10 µM | actives 0.2% (n = 330,000) | AID 2806, 2010;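 active means inhibition of at least 40% at 10 µM in the primary screen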;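 further: plate controls were DMSO with enzyme for no effect and no enzyme wells for full effect; values of inactives mirror those of a sister screen read the other way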
MIN6 prolif – inducers of MIN6 beta-cell proliferation, primary screen, ATP luminescence, uHTS. MIN6 cells proliferation, ATPlite luminescence, 48 h; cells starved in 0.2% serum; 100% = growth in 10% serum. proliferation, % at 10 µM. actives 0.29% (n = 330,000). AID 2380, 2010;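 active means compounds whose signal lies at least 3.5 SD above the mean of all wells on their plate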;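 further: 0% = DMSO-treated cells in low-serum medium and 100% = 10% serum control; some compounds called inactive have numbers as strong as hits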
A3A deaminase – APOBEC3A ssDNA deaminase inhibitors, primary screen, selectivity assay for APOBEC3G inhibitor project, biochemical, FAM/TAMRA oligo cleavage fluorescence | DNA dC->dU-editing enzyme APOBEC-3A (Homo sapiens), P31941 | recombinant A3A, FAM/TAMRA ssDNA deamination fluorescence | inhibition, % at 20 µM | actives 0.41% (n = 330,000) | AID 493011, 2011;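 active means at least 40% inhibition at 20 µM here, with at most 30% in a related deaminase screen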;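 further: plate controls were A3A with DMSO for no effect and wells lacking A3A enzyme for full effect; some results filed as inactive read as strong as hits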
Numbers without * were called inactive; . = no result given.

SMILES | A3G deaminase | GRIN3A LBD mod | MPTP block | hIAP activ | mIAP activ | hIAP inh | mIAP inh | MIN6 prolif | A3A deaminase
CC[C@@]12C(=O)N(c3ccc(C)cc3)C(=O)N1[C@H](c1ccc(Br)cc1)[C@@H]1C(=O)N(C(C)(C)C)C(=O)[C@@H]12 | -10 | -12 | 0.8 | 0.99 | 0.96 | 1 | 4 | 2 | -2
O=C(NC1CCCN(c2ccc(C(F)(F)F)cn2)C1)c1cc(Cl)ccc1F (stereo unspecified) | 0 | -4 | -0.1 | 1.1 | 1 | -8 | -3 | -6 | 1
COc1cc(NC(=O)c2ccc(S(=O)(=O)N(C)C)cc2)cc(OC)c1OC | -7 | 0 | -0.1 | 1 | 0.89 | -3 | 11 | 1 | -7
COc1ccc(-c2oc3ccccc3c2C#CC(C)(C)O)cc1 | -6 | -13 | 0.6 | 0.91 | 0.99 | 9 | 1 | -7 | -4
Cc1cc(C)n2c(SCC(=O)N(C)C3CCS(=O)(=O)C3)nnc2n1 (stereo unspecified) | 5 | 0 | -1.0 | 0.9 | 0.98 | 10 | 2 | 3 | 11
C/C(=N\NC(=O)c1cc(O)ccc1O)c1cccc(NC(=O)c2ccc(Cl)cc2)c1 | 6 | 5 | -1.7 | 0.98 | 0.67 | 2 | 33 | -7 | 10
CCOC(=O)C1=NNC2(c3ccc(Cl)cc3)C(=O)N(c3cc(C)cc(C)c3)C(=O)C12 (stereo unspecified) | 1 | 9 | -3.4 | 1.1 | 1.1 | -6 | -6 | -3 | 0
O=S(=O)(Nc1ccc2c(c1)OCCO2)c1ccc(Br)s1 | -4 | -17 | 14 | 2.1* | 0.94 | -106 | 6 | 0 | -5
CC(Oc1ccc(Cl)cc1Cl)C(=O)Nc1ccc(S(=O)(=O)Nc2cnc3ccccc3n2)cc1 (stereo unspecified) | -7 | 18* | . | 1.1 | 0.9 | -11 | 10 | -4 | -4
O=C(CCl)Nc1cc(S(=O)(=O)N2CCOCC2)ccc1N1CCOCC1 | -4 | -2 | 1.4 | 1 | 0.97 | 0 | 3 | -3 | 1
Cc1cccc(NC(=O)CCC(=O)N/N=C/c2ccncc2)c1 | 0 | -5 | -0.2 | 1.1 | 0.95 | -13 | 5 | -2 | 3
Cc1cccc(-c2n[nH]c(=S)n2C)c1 | 36 | 1 | -0.4 | 0.99 | 1.1 | 1 | -15 | -3 | -12
CCn1c(COc2cccc(C)c2C)nnc1SCC(=O)N1CCN(c2ccc(OC)cc2)CC1 | -3 | 1 | 60* | 0.94 | 0.98 | 6 | 2 | -4 | -2
COC(=O)c1cc(NC(=O)c2cc(C(C)(C)C)nn2Cc2ccc(F)cc2)ccc1N1CCOCC1 | -7 | -1 | 13 | 1.1 | 1.1 | -10 | -10 | -3 | 0
CCOCCCNC(=S)NCCCNc1nc2cc3c(cc2cc1C#N)OCO3 | -3 | 0 | 0.7 | 1.2 | 1 | -19 | -1 | 2 | 0
COc1ccc(Oc2nc(C)cc(C)c2S(C)(=O)=O)cc1 | 5 | -1 | -4.7 | 0.96 | 1 | 4 | -2 | -4 | -5
Cc1cccn2c(=O)c3cc(C(=O)N4CCCCC4C)sc3nc12 (stereo unspecified) | 2 | 0 | 2.9 | 0.91 | 1 | 10 | 0 | 0 | 2
CCCCNC(=O)c1onc(CSc2cc(C)cc(C)c2)c1C(=O)NCCCC | 11 | 0 | 4.6 | 1.1 | 1.1 | -10 | -9 | -8 | 2
COc1cc(C(=O)O)nc(OC)n1 | -5 | -3 | -0.6 | 0.89 | 1 | 11 | 0 | 0 | -4
O=C1NCCN1C(=O)c1ccco1 | -3 | -1 | 1.2 | 1.2 | 0.99 | -20 | 0 | -1 | 1
Cc1ccc2nccc(C(=O)N3CCCC(Nc4ccc(F)cc4)C3)c2c1 (stereo unspecified) | -2 | -1 | -2.0 | 0.92 | 0.98 | 8 | 2 | 3 | 0
C=CCN(CC=C)S(=O)(=O)c1ccc(F)cc1 | -5 | -14 | -2.2 | 1.1 | 0.96 | -12 | 4 | 2 | -3
COC(=O)c1ccccc1N=Nc1c(C)[nH][nH]c1=O | -6 | -1 | 0.8 | 0.79 | 0.9 | 21 | 10 | 1 | 0
COc1ccc(Cl)cc1-c1nc(N)nc(NC2CCCCC2)n1 | -2 | -2 | -0.9 | 1.1 | 0.91 | -14 | 9 | 1 | -1

Entries listed so far that bear a hit mark in GRIN3A LBD mod:
| SMILES | A3G deaminase | GRIN3A LBD mod | MPTP block | hIAP activ | mIAP activ | hIAP inh | mIAP inh | A3A deaminase |
| --- | --- | --- | --- | --- | --- | --- | --- | --- |
| CC(Oc1ccc(Cl)cc1Cl)C(=O)Nc1ccc(S(=O)(=O)Nc2cnc3ccccc3n2)cc1 (stereo unspecified) | -7 | 18* | . | 1.1 | 0.9 | -11 | 10 | -4 |

(cont.)
SMILES | A3G deaminase | GRIN3A LBD mod | MPTP block | hIAP activ | mIAP activ | hIAP inh | mIAP inh | MIN6 prolif | A3A deaminase
CC1C2=C(CC(C)(C)CC2=O)NC2=C1C(=O)CC(C)(C)C2 | -3 | 1 | 0.6 | 1.1 | 1.1 | -14 | -13 | 0 | -6
Cc1occc1C(=O)NNC(=O)c1ccccc1C(=O)O | 4 | 0 | 1.2 | 1 | 1.2 | -2 | -16 | -1 | 0
Cc1[nH]c(=O)c(C#N)c(C)c1CCC(=O)N(C)CC(=O)Nc1ccc(Cl)c(Cl)c1 | -8 | -3 | -0.6 | 0.9 | 1.1 | 10 | -12 | -1 | 13
CCc1ccccc1NC(=O)C1C2C=CC(O2)C1C(=O)O (stereo unspecified) | -3 | 2 | -0.6 | 1 | 0.89 | -4 | 12 | -2 | -2
COC(=O)CCC(=O)N1CCCC(CNS(=O)(=O)c2ccc(OC)cc2)C1 (stereo unspecified) | -9 | 0 | -2.9 | 1 | 1.1 | -4 | -12 | 3 | 2
O=C(CCCN1C(=O)/C(=C/c2ccccc2OC(F)F)SC1=S)Nc1cccnc1 | -9 | -3 | 0.2 | 1 | 0.89 | -5 | 11 | -4 | -2
C=CCNCC(=O)NN=C(c1ccccc1)c1ccccc1 | -3 | -2 | -1.0 | 1.1 | 0.92 | -10 | 8 | -3 | 0
COc1ccc2cc(C3(C)NC(=O)NC3=O)ccc2c1 (stereo unspecified) | -8 | 2 | -0.6 | 1 | 1 | -3 | -1 | -1 | -3
CCCN1CCC(=O)N(CCOc2ccccc2)CC1 | -7 | 0 | -1.7 | 1.1 | 0.97 | -6 | 3 | -3 | -3
CCCN(Cc1ccccc1)C(=S)Nc1ccc(C(C)=O)cc1 | -4 | 1 | 2.4 | 1 | 1 | 0 | -5 | -1 | -8
S=C(c1ccccc1)N1CCN(C(=S)c2ccccc2)CC1 | -7 | -2 | 1.4 | 0.95 | 0.83 | 5 | 17 | 0 | -2
CCOC(=O)c1cc(C(=O)c2cc(Br)ccc2O)coc1=N | -7 | -1 | 0.8 | 0.86 | 1 | 14 | -1 | 0 | 0
O=c1cc(CSc2ccccc2)nc(-c2ccccc2)[nH]1 | -8 | 0 | -2.4 | 0.97 | 0.94 | 2 | 6 | 0 | -5
CCN(CC)CCOC(=O)c1ccc(NC(=O)/C=C/c2cccs2)cc1 | -5 | 5 | 0.4 | 0.94 | 0.92 | 6 | 8 | 2 | 1
CC(C)CCNC(=O)NC(=O)COC(=O)CNC(=O)C1CCCCC1 | -11 | 1 | 0.6 | 1 | 0.99 | -1 | 1 | 1 | 1
Cc1c(Cl)cccc1NC(=O)Cn1cnc(S(=O)(=O)N2CCCC2)c1 | 2 | -3 | -1.3 | 1.1 | 0.9 | -9 | 10 | 0 | -2
O=C(CN1CCN(S(=O)(=O)c2ccccc2)CC1)Nc1ccc(Cl)cn1 | -11 | 0 | 0.0 | 1.1 | 1 | -6 | -1 | -2 | -3
C#CCn1cc(/C=N/Nc2nc3ccccc3[nH]2)c2ccccc21 | -4 | -4 | 45 | 1.5 | 0.91 | -45 | 9 | -5 | -4
CN(CC1COc2ccccc2O1)C(=O)c1cccc(S(=O)(=O)N2CCCC2)c1 (stereo unspecified) | -4 | 0 | -0.2 | 0.93 | 1.1 | 7 | -9 | -1 | -2
CN(c1ccccc1)S(=O)(=O)c1nnc(NC(=O)C2CCCCC2)s1 | -1 | 1 | -0.2 | 0.77 | 0.96 | 23 | 4 | -1 | 2
Cc1cc(C(=O)OCC(=O)Nc2ccc(S(=O)(=O)N3CCOCC3)cc2)c(C)o1 | -6 | 3 | -3.5 | 1 | 1.1 | -1 | -8 | -2 | -4
Cc1[nH][nH]c(=O)c1C(c1ccccc1[N+](=O)[O-])C(C#N)C#N (stereo unspecified) | -3 | -1 | -0.3 | 0.92 | 0.98 | 8 | 2 | 0 | 1
O=C(NNC(=O)c1cccs1)c1csc(N2CCOCC2)n1 | 4 | -2 | -1.6 | 1.4 | 0.91 | -45 | 9 | 0 | -3
O=C(/C=C/c1ccc(Cl)cc1)N(Cc1cccs1)C1CCS(=O)(=O)C1 (stereo unspecified) | -7 | 0 | 1.0 | 1 | 1 | -2 | -2 | -3 | -2
COc1cccc(C(C(=O)NCC2CCCO2)N(C(=O)Cn2nnc3ccccc32)c2ccc(NC(C)=O)cc2)c1OC (stereo unspecified) | 1 | -3 | 1.0 | 1.1 | 1 | -7 | 0 | -1 | -4
COc1cccc(/C=C2\SC(=S)N(CCC(=O)Nc3ccc(O)cc3)C2=O)c1 | -7 | 5 | -0.8 | 0.96 | 0.88 | 4 | 12 | -3 | -1
Cc1ccccc1Nc1nc(N)nc(CSCc2c(C)noc2C)n1 | -1 | 1 | -0.8 | 0.9 | 1.2 | 10 | -18 | 0 | 1
COc1ccc(S(=O)(=O)N(C)CC(=O)Nc2ccccc2C(F)(F)F)cc1OC | -4 | 0 | -2.5 | 0.9 | 0.94 | 10 | 6 | -1 | -2
O=C(Cc1ccc(NC2=NC3CS(=O)(=O)CC3S2)cc1)N1CCN(c2ccc(F)cc2)CC1 (stereo unspecified) | -10 | -1 | -2.4 | 1 | 0.97 | -3 | 3 | 0 | -8
CCOC(=O)NN1C(=O)c2ccccc2NC1c1ccccc1F (stereo unspecified) | 1 | -1 | -0.3 | 1.1 | 0.97 | -15 | 3 | -1 | 0
CCOC(=O)C1CCN(Cc2oc(CO)cc(=O)c2O)CC1 | 2 | 1 | -0.9 | 1.1 | 1 | -9 | -4 | -3 | -1
COC(c1ccccc1)c1nnc(CCC(=O)N2CCCCCCC2)o1 (stereo unspecified) | -3 | 2 | -0.4 | 1.1 | 0.94 | -12 | 6 | 2 | -1

Screens as filed in PubChem BioAssay.

Outcome played no part in choosing rows (roughly 5% active in at least one column).
